Compound activity from PubChem.
mouse EphA4 binding = EphA4 ligand-binding antagonists – biochemical, colorimetric, mouse EphA4, primary screen (AID 689) | EphA4-AP binding to KYL peptide, pNPP A405; higher % means a stronger effect | inhibition, % at 10 µM; hits with a dose series show IC50 in µM | actives 0.1% (n = 62,000); in the data active = a potency from the dose series; inactive = the rest, 99 in 100 with inhibition below about 22%
An asterisk follows results filed as active; & = joins results of further samples. Only part of the results is shown; the hit share may differ from the screen's.

SMILES	mouse EphA4 binding
COc1cccc(N2C(=O)CC(N3CCN(S(=O)(=O)c4ccccc4)CC3)C2=O)c1 (centres undefined)	-12.2%
O=S(=O)(NCCCN1CCN(c2ccccc2F)CC1)c1cccc2cccnc12	3.9%
O=C(CC1(O)C(=O)Nc2ccccc21)c1cccc2ccccc12 (centres undefined)	3.6%
Cc1cc(C)cc(OCC(=O)Nc2ccc3c4c(cccc24)CC3)c1	-8.1%
Cc1oc2ccc(OCc3ccc(Cl)cc3)cc2c1C(=O)O	-0.7%
Cc1ccc(Nc2nc(N)nc(CSC(=S)N3CCOCC3)n2)cc1	-12.7%
CCOC(=O)c1ccc(NC(=O)c2nn(C)cc2Br)cc1	-7.1%
COc1ccc(Cc2nc(-c3ccccn3)no2)cc1	-0.8%
COc1cc([N+](=O)[O-])ccc1NC(=O)c1ccc(S(=O)(=O)N2CC(C)OC(C)C2)cc1 (centres undefined)	-8.8%
CCOC(=O)c1cc(-c2ccccc2)sc1NC(=O)C(C)(C)C	-10.7%
O=S(=O)(Nc1cccnc1Cl)c1ccc2c(c1)OCCO2	-16.3%
COC(=O)C1(C#N)C(c2ccccc2)C1(C(=O)OC)C(=O)OC (centres undefined)	-5.2%
O=C(COC(=O)c1cc(S(=O)(=O)N2CCc3ccccc3C2)ccc1Cl)NCc1ccco1	9.6%
Cc1ccc(S(=O)(=O)NCCOc2ccccc2Cl)cc1[N+](=O)[O-]	-3.4%
Cc1ccc(S(=O)(=O)n2ccc(-c3cccc(OCc4c(F)cccc4Cl)c3)n2)cc1	3.2%
Cc1ccc(NC(=O)NCCCc2ccccc2)cc1	-8.7%
Cc1ccc(-n2c(C)cc(C(=O)CSc3nncs3)c2C)cc1	5.4%
COc1ccc2nc(SCC(=O)Nc3ccccc3F)[nH]c2c1	13.6%
Cc1cc(C)n(-c2nc(SCC(=O)Nc3nccs3)c3c4c(sc3n2)COC(C)(C)C4)n1	4.2%
O=C(c1ccccc1)[C@H]1[C@H](c2ccccc2)[C@@]2(N=C(c3ccccc3)OC2=O)C2c3ccccc3C=NN21 (some centres undefined)	1.5%
Cc1c(C(=O)Nc2ccc([N+](=O)[O-])cc2)cnn1-c1ccccc1	-7.4%
COc1ccc2c(Cl)c(-c3nnco3)sc2c1	-2.4%
CCOC(=O)c1cc(-c2cccs2)nc2onc(C)c12	0.0%
CCOc1ccc(N(CC(=O)NCCc2ccccc2)S(=O)(=O)c2ccc(Br)cc2)cc1	-6.4%
CCOC(=O)C1=C(C)Nc2nnnn2C1c1cccnc1 (centres undefined)	-3.9%
COc1cc(CNc2ccccc2SC)cc(OC)c1OC	-16.6%
CC(=O)c1cccc(NC(=O)c2cnn3ccccc23)c1	-17.7%
O=C(COC(=O)c1cccs1)NCc1ccccc1	-8.7%
CCOc1ccc(N(CC(=O)O)S(=O)(=O)c2ccc(SC)cc2)cc1	-12.9%
CC(C)Cn1cnc2c1c(=O)n(CC(=O)Nc1ccc3c(c1)OCO3)c(=O)n2Cc1ccccc1	-0.5%
COC(=O)c1c(NC(=O)C2CC=CCC2C(=O)O)sc(C)c1C (centres undefined)	3.1%
O=C(Cn1cccc1)Nc1ccc(F)cc1F	-5.2%
Cc1c(C(=O)NCC2CCCO2)oc2ccc3c(c12)C(=O)CC(C)(C)O3 (centres undefined)	-2.1%
CSc1nsc(SC)c1NC(=O)OCCN1CCOC1=O	0.9%
COc1ccc(Cl)cc1N1C(=O)C2C(c3ccc(Cl)cc3)OC3(C(=O)c4ccccc4C3=O)C2C1=O (centres undefined)	5.9%
CC1CN(S(=O)(=O)N(C)C)CCN1S(=O)(=O)N(C)C (centres undefined)	1.8%
CNc1nc(Nc2ccc(C(C)=O)cc2)nc(OC(C(F)(F)F)C(F)(F)F)n1	8.2%
COc1ccccc1NC(=O)c1ccccc1NS(=O)(=O)c1ccc(C)cc1	-8.0%
CC(C)n1nnnc1SCC(=O)NCCc1ccccc1	-15.8%
CCN(C1CCCCC1)S(=O)(=O)c1ccc(S(=O)(=O)NCCc2ccncc2)cc1	-0.2%
CCCC(=O)Nc1cccc(Oc2nc(C)cc(C)c2C#N)c1	-3.6%
O=C(NCc1ccccc1)C(c1ccncc1)N(C(=O)c1csnn1)C1CC1 (centres undefined)	-14.1%
Cc1ccc(C(=O)Cn2nnc3c(sc4nc5c(c(-c6ccccc6)c43)CCC5)c2=O)cc1	-8.9%
CCCN(CCC)C(=O)C1c2ccccc2Oc2ccccc21	4.8%
CCN1CCN(Cc2ccc3c(c2)Cc2ccccc2-3)CC1	-3.6%
CCCNC(=O)C(Cc1ccccc1)NS(=O)(=O)c1cccc2nsnc12 (centres undefined)	1.6%
O=C1c2cccnc2C(Nc2ccc(S(=O)(=O)N3CCCCC3)cc2)N1Cc1ccccc1 (centres undefined)	-7.5%
O=C(/C=C/c1ccccc1)NC(=S)Nc1cccnc1	-10.2%&1.4%
CCOC(=O)C1CCCN(C(=O)C2CCN(S(=O)(=O)CC)CC2)C1 (centres undefined)	-25.4%
CN(C)c1ccc(C2N(c3ccc(Cl)cc3)C(=O)C3CCCN32)cc1 (centres undefined)	-1.8%
Cc1ccccc1C(=O)Nc1cccc(NC(=O)c2ccc(Cl)c([N+](=O)[O-])c2)c1	13.4%
COc1ccc(C2CC(=O)C3=C(C2)Nc2ccccc2NC3c2ccc(F)cc2)cc1OC (centres undefined)	5.5%
COc1ccc(CNC(=S)N/N=C/c2ccc(OC)c(OC)c2)cc1	-8.9%
COc1cc(OC)cc(-n2nnnc2SCC(=O)NCc2ccc3c(c2)OCO3)c1	-0.1%
Cc1cc(C)c(NC(=O)c2cncc(Br)c2)c(C)c1	-10.9%
CS(=O)(=O)NCc1nnc(SCc2ccccc2C(F)(F)F)o1	-12.7%
COc1ccc(NC(=O)c2sc(SC)nc2N)cc1	-10.9%
S=c1[nH]nc(-c2ccco2)n1/N=C/C=C/c1ccccc1	-6.4%
COc1ccc(NC(=O)Nc2nnc(-c3ccccc3SCc3ccccc3)s2)cc1	12.0%
O=C(NC1CCCCC1)NC1CC2CCC(C1)N2C(=O)NC1CCCCC1 (centres undefined)	-8.8%

(more compounds)
SMILES	mouse EphA4 binding
O=C(NC(c1ccccc1Cl)c1c(O)ccc2ccccc12)c1ccccc1 (centres undefined)	19.3%
CC(=O)Oc1ccc(C)cc1-n1nc2ccccc2n1	1.5%
Nc1ccccc1Nc1ccncc1[N+](=O)[O-]	14.8%
CCc1ccc(N2C(=O)c3sc4nnc(C)c(=O)n4c3C2=O)cc1	7.0%
O=C(OCc1ccc(F)cc1)c1ccc2c(c1)-c1ccccc1C2=O	-7.2%
COc1ccc(C2=NOC(C(=O)NCCN3CCOCC3)C2)cc1 (centres undefined)	-1.5%
O=c1c2c3nc4ccccc4nc3n(/N=C/c3ccco3)c2ncn1CCC1=CCCCC1	-10.9%
Clc1cccc(-c2nn3c(-c4ccncc4)nnc3s2)c1	-15.7%
O=C(O)C1CCCN1S(=O)(=O)c1cccs1 (centres undefined)	-20.2%
Cc1ccc(NC(=O)c2cccc(OCc3c(C)noc3C)c2)c(C)c1	-9.3%
N#Cc1nc(Cc2cccc3ccccc23)oc1NCCCN1CCOCC1	0.8%
CC(C)c1cccc(C(C)C)c1NC(=O)c1cccs1	-2.7%
COCCOC(=O)c1c(C)oc2ccc(OCc3cccc(Br)c3)cc12	2.3%
CO/N=C/c1ccc(Oc2ccc(C)cc2)nc1	-10.1%
COc1ccc(/C=C/C(=O)c2nc3ccccc3n2CC(=O)c2ccc(OC)cc2)cc1	12.7%
COc1cccc(-c2cc(C(F)(F)F)nc(-n3cc(Cl)cn3)n2)c1	-8.0%
OC(CN1C2=NCCN2c2ccccc21)c1ccc(Br)cc1 (centres undefined)	-8.8%
COc1ccc(-c2cc(C(F)(F)F)nc(N3CCN(c4ccc(F)cc4)CC3)n2)cc1OC	-0.9%
CC(C)C(C)(C#N)NC(=O)CSc1nnc(-c2ccccc2)o1 (centres undefined)	-10.4%
CCOC(=O)C1CCCCN1C(=O)CCc1c(C)nc2ncnn2c1C (centres undefined)	-6.3%
CSc1nc(-c2ccccc2)nc2c1COC(C)(C)C2	8.0%
CCc1ccc(C(CC(=O)c2ccc(Cl)cc2)C(=O)O)cc1 (centres undefined)	-19.4%
Cc1cc(C)n2nc(-c3sccc3-n3cccc3)cc2n1	-4.2%
O=C(Nc1nc2ccccc2s1)C1CC(=O)N(c2ccccc2)C1 (centres undefined)	-1.2%
COc1ccc2[nH]c(=O)c(CNc3cccc(C)c3)cc2c1	11.5%
COc1ccc(C2(C)NC(=O)N(Cc3cc(Cl)cc4c3OCOC4)C2=O)cc1OC (centres undefined)	-8.0%
COc1cccc(NC(=O)Cc2cccs2)c1	4.5%
CSCCC(C(=O)O)N1C(=O)c2ccc(C(=O)O)cc2C1=O (centres undefined)	5.9%
CCOC(=O)c1sc2ncn(/N=C/c3ccccn3)c(=O)c2c1C	-16.0%
COC(=O)C1=COC(C)C2CN3CCc4c([nH]c5ccccc45)C3CC12 (centres undefined)	2.4%
COC(=O)c1ccc(CSc2nnc(-c3ccncc3)n2Cc2ccccc2)o1	5.3%
COc1ccc(CC(=O)O/N=C(\N)c2cccnc2)cc1OC	-2.9%
Cc1cc(C(=O)COc2ncnc3sccc23)c(C)n1C1CC1	11.1%
CC(=O)CC(=O)Nc1ccc2ccccc2c1	13.2%
CS(=O)(=O)N(CC(=O)NCc1ccco1)c1ccc(Cl)c(C(F)(F)F)c1	-9.3%
CCOC(=O)N1CCN(CC(=O)c2ccc3c(c2)CCN3)CC1	-4.0%
COc1ccccc1N1CCN(/N=C(\C)c2ccc(O)cc2)CC1	-0.7%
O=C(Nc1nc2c(ccc3ccccc32)s1)c1ccco1	-9.5%
O=C(Nc1ccn(Cc2ccccc2F)n1)c1ccc(COc2cc(Cl)ccc2Cl)o1	5.2%
Cc1ccc(S(=O)(=O)N2CCCC2C(=O)NC2=NCCS2)cc1 (centres undefined)	-17.5%

Some of the entries so far, as labelled records.
CS(=O)(=O)N(CC(=O)NCc1ccco1)c1ccc(Cl)c(C(F)(F)F)c1
  mouse EphA4 binding: -9.3%

O=C(Nc1ccn(Cc2ccccc2F)n1)c1ccc(COc2cc(Cl)ccc2Cl)o1
  mouse EphA4 binding: 5.2%

COC(=O)c1ccc(CSc2nnc(-c3ccncc3)n2Cc2ccccc2)o1
  mouse EphA4 binding: 5.3%

Reprinted from above (3 entries):
SMILES	mouse EphA4 binding
Cc1cc(C)n2nc(-c3sccc3-n3cccc3)cc2n1	-4.2%
O=C(Nc1nc2ccccc2s1)C1CC(=O)N(c2ccccc2)C1 (centres undefined)	-1.2%
COc1ccc2[nH]c(=O)c(CNc3cccc(C)c3)cc2c1	11.5%

Additional records.
SMILES	mouse EphA4 binding
CC(Oc1ccc(-c2ccccc2)c(F)c1)c1ccn(S(=O)(=O)c2ccc(Cl)cc2)n1 (centres undefined)	3.6%
COc1ccc(S(=O)(=O)N(CCc2ccccc2)CC(=O)NCCCO)cc1	-26.1%
CCOc1ccc(NC(=O)CSc2nnc(-c3ccncc3)n2CC2CCCO2)cc1 (centres undefined)	6.6%
CCOC(=O)C1C(=O)NC(C)C1c1ccccc1 (centres undefined)	-14.4%
C=CCOc1ccc2c(c1)C(=NO)c1cc(OCC=C)ccc1-2	-1.1%&-5.4%
CCCCCSc1nnc(-c2cc(Br)ccc2N)c(=O)[nH]1	-5.9%
COc1ccc(Cl)cc1NC(=O)NCCCl	-7.0%
CCN(CC)c1ccc(NC(=O)c2ccc(OCc3ccccc3)cc2)cc1	-13.9%
CC1CN(S(=O)(=O)c2ccc(NC(=O)c3cc(-c4ccccc4O)n[nH]3)cc2)CC(C)O1 (centres undefined)	-2.0%
Cc1cc(=O)n2ccc(CN(C)C)c(O)c2n1	3.3%
N#Cc1nc(-c2ccccc2Cl)oc1N1CCCCC1	-15.3%
CCSC1=C(C#N)C(c2ccc(C)s2)CC(=O)N1 (centres undefined)	-11.7%
Cc1ccc(N(C(=O)Cn2nnc3ccccc32)C(C(=O)NCc2ccco2)c2cccnc2)cc1 (centres undefined)	10.2%
CCCCN1C(=O)C(O)=C(C(C)=O)C1c1ccc(OC)cc1OC (centres undefined)	1.6%
O=C(Cn1nnc2ccccc21)N/N=C\C=C\c1ccccc1	-5.4%
O=C(c1ccc(CS(=O)(=O)c2ccc(Br)cc2)o1)N1CCCCCC1	6.4%
CCOC(=O)c1ccc(CNC(=O)CSc2nnnn2-c2ccc(Cl)cc2)o1	6.9%
COC(=O)c1ccc(OC)cc1OCC(=O)N1CCN(c2ccc(F)cc2)CC1	1.8%
COc1ccc(OC)c(NC(=S)N2CCN(c3ccccn3)CC2)c1	-0.9%
CC(=O)c1cccc(NC(=O)/C=C/c2ccccc2Cl)c1	-6.9%

Among those listed so far, these contain a nitro group on carbon:
SMILES	mouse EphA4 binding
COc1cc([N+](=O)[O-])ccc1NC(=O)c1ccc(S(=O)(=O)N2CC(C)OC(C)C2)cc1 (centres undefined)	-8.8%
Cc1ccc(S(=O)(=O)NCCOc2ccccc2Cl)cc1[N+](=O)[O-]	-3.4%
Cc1c(C(=O)Nc2ccc([N+](=O)[O-])cc2)cnn1-c1ccccc1	-7.4%
Cc1ccccc1C(=O)Nc1cccc(NC(=O)c2ccc(Cl)c([N+](=O)[O-])c2)c1	13.4%
Nc1ccccc1Nc1ccncc1[N+](=O)[O-]	14.8%

(cont.)
SMILES	mouse EphA4 binding
O=C(Nc1ncc(Cc2cccc(Cl)c2Cl)s1)c1ccc([N+](=O)[O-])cc1	-3.4%
COc1ccc(/C=N/NC(=O)CCc2ccccc2)cc1O	-16.6%
Cc1cc(C)nc(N2CCCC(C(=O)NCc3cccs3)C2)n1 (centres undefined)	3.7%
O=C(CN1c2cccc3cccc(c23)S1(=O)=O)NCc1ccc2c(c1)OCO2	-1.7%
CNc1cnn(-c2ccc(C)cc2)c(=O)c1Cl	-8.8%
CC(CNC(=O)C(=O)NC(C)CCc1ccccc1)Cc1ccccc1 (centres undefined)	-7.6%
COc1ccc(N(CC(=O)Nc2cccc(C)c2C)S(=O)(=O)c2c(C)n[nH]c2C)cc1	-7.8%
CC(C)(C)NC(=O)CN1CCC(O)(c2ccccc2)CC1	-0.7%
